# Diaphorase act = activates diaphorase or chemically reduces, flagging diaphorase assay artifacts | actives 0.005% (n = 190,000) | AID 1229 | activation factor at 20 µM | Diaphorase/resazurin coupled assay, resorufin fluorescence, 16 min; active compounds read high; 1 = vehicle wells, 0 = NADH-free wells;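 active = diaphorase activity raised at least twofold by the compound at 20 µM; inactive = activation factor below 2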
#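 Material: purified diaphorase enzyme from Clostridium kluyveri; Also added: 0.114 mM NADH and 0.1 mM resazurin, final amounts; Doses: single compound dose of 20 µM, 1% DMSO final; Times: 16 min enzyme reaction, ambient temperature; Detection: resorufin fluorescence, excitation 544 nm, emission 590 nm; Measure: increased resorufin signal from activators or reducing compounds.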
# STAT1 activator = activators of IFN-gamma induced STAT1 signaling; NIH 3T3 STAT1-luciferase reporter, luminescence; 100% = IFN-gamma alone, no compound; activation (% of control), % at 5.5 µM; actives 2.6% (n = 200,000);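 active = activation above the screen-wide mean activation plus 3 SD, cut at about 130% in these data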;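 also: raw ratio to IFN-gamma control signal so 100% means no change and 0% no light; values of inactives mirror those of a sister screen read the other way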
# FLuc inh counter = inhibits firefly luciferase, flagging false hits in luciferase inhibition screens | P08659 | ATPLite firefly luciferase biochemical luminescence, 10 min | inhibition, % at 10 µM | actives 1.5% (n = 200,000);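 active = inhibition above about 50% when tested at 10 µM, limit read from the data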
# Target sequence (P08659 whole entry, looked up): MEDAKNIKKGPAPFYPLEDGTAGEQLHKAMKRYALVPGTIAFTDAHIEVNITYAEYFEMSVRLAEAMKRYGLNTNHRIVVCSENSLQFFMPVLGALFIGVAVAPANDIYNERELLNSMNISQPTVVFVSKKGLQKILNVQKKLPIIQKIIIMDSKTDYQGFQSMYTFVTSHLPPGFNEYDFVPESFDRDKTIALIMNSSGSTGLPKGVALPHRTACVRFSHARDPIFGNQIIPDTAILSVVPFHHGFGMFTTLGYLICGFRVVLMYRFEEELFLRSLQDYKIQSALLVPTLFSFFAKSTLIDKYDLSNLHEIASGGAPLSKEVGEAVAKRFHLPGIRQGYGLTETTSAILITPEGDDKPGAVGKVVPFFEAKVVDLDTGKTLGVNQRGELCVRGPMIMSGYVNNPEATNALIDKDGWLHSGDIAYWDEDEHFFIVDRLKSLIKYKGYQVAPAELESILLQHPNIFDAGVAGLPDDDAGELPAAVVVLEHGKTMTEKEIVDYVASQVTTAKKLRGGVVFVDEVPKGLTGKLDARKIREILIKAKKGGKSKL
# NF-kB expr up = compounds increasing NF-kB expression in human neuronal cells | NF-kB reporter expression; active compounds read high | AID 1239 | actives 1.6% (n = 190,000) | fold change at 12.5 µM; in the data active = fold change above about 3.3
# APP 5UTR inh = APP translation inhibition; SH-SY5Y APP 5'UTR-luciferase reporter, luminescence; inhibition, % at 2 µM; actives 0.82% (n = 190,000); AID 1285;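 active = inhibition above a set limit, derived from the sample mean plus 3 SD, cut at about 45% in these data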; also: values of inactives mirror those of a sister screen read the other way
# G6PDH counter = inhibits Leuconostoc G6PDH, flagging false hits in G6PDH-based assays. Purified L. mesenteroides G6PDH, diaphorase/resazurin coupled fluorescence, 45 min. inhibition, % at 5 µM. actives 0.12% (n = 200,000). AID 1020; in the data active = inhibition above about 50%
# APP 5'UTR act = activates APP 5'UTR luciferase reporter; activation, % at 2 µM; actives 1% (n = 190,000); SH-SY5Y APP 5'UTR luciferase reporter, luminescence; zero percent = DMSO vehicle wells;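 active = activation above a set limit, based on mean plus 3 SD of controls, cut at about 140% in these data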; also: values of inactives mirror those of a sister screen read the other way
# FLuc act counter = affects firefly luciferase, flagging false hits in luciferase stimulation screens; activation factor at 10 µM; AID 1027; 200,000 tested, under 10 active; ATPlite luciferase biochemical, luminescence, 10 min; 0 = ATP-free wells, 1 = DMSO control;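 active = luciferase activation factor, scaled between plate controls, of at least 2 with compound at 10 µM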
#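 System: luciferase plus luciferin reagent, cell-free; medium: PBS as buffer for the ATP substrate; dosing: test compounds dosed from 2 mM stocks in 100% DMSO; timing: 10 min post-reagent at room temperature; measured by: luminescence measurement of luciferase light output; evaluation: luciferase activation, seen as luminescence increase over controls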
# TLR4-MyD88 BLA = blocks binding of human TLR4 to MyD88; O00206+Q99836; HeLa CL3-4 TLR4/MyD88 BLA complementation, FRET ratio; inhibition, % at 8.4 µM; actives 0.18% (n = 200,000); AID 861; in the data active = inhibition above about 25%;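 also: 0% = vehicle and 100% = reference inhibitor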
# Diaphorase inh = counter-screen for diaphorase-based assays: diaphorase inhibitors and chemical oxidizers; actives 0.69% (n = 190,000); inhibition, % at 20 µM; diaphorase resazurin-to-resorufin fluorescence, NADH, 16 min; bacterial (C. kluyveri) enzyme, not human;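 active = primary screen inhibition at 20 µM above a set limit, cut at about 50% in these data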;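 also: plate controls were DMSO with full reaction for no effect and wells lacking NADH for full effect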
#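 Assay system: diaphorase enzyme from Clostridium kluyveri; Input: enzyme working solution with 0.14 U/mL diaphorase; Timing: 16 min at room temperature; Technique: resorufin fluorescence, excitation 544 nm, emission 590 nm; Benchmarks: positive control minus NADH, DMSO neutral control.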
# * hit, by the source's call; x = not tested or not shown. The order is random. About 5.6% of those tested had a hit in this group.
mol,STAT1 activator,Diaphorase inh,APP 5UTR inh,Diaphorase act,FLuc act counter,NF-kB expr up,FLuc inh counter,TLR4-MyD88 BLA,APP 5'UTR act,G6PDH counter
CC(C)C(NC(=O)C(NC(=O)C1OC2OC(C)(C)OC2C2OC(C)(C)OC12)C(C)C)C(=O)O (stereo not drawn),99,5,10,0.9,1.1,1.1,-5,-5,-10,22
c1ccc(CSCc2cn3ccccc3n2)cc1,153*,6,-105,0.9,1,5.1*,3,1,105,6
COc1cc(C)ccc1OCCOCCOc1ccccc1Br,98,9,1,0.9,1,1.1,-2,8,-1,2
CC1(C(=O)NC2CCCCCCC2)CCC(=O)N1Cc1ccco1 (stereo not drawn),106,12,-3,0.9,1.1,1.4,-9,-19,3,3
CCOc1ccccc1OCC(=O)Nc1ccc(N2CCCCC2)cc1,112,14,-11,0.9,1,1.5,-5,-9,11,-34
Cc1c(NS(=O)(=O)c2ccccc2)cc(Cl)c(O)c1C,92,21,-16,0.8,1,0.98,-1,7,16,-2
CC1=NN(C(=O)c2ccc(Br)cc2)C(O)(c2ccccc2)C1 (stereo not drawn),95,2,11,1,1,1.3,-3,18,-11,-4
CC(C)c1nnc(NC(=O)c2cccc(NC(=O)C(F)(F)F)c2)s1,138*,10,-65,0.9,1,1,3,7,65,0
CCOc1cc2[nH]c(=S)n(CCCOC)c(=O)c2cc1OCC,101,20,0,0.8,1,1.1,-5,5,0,6
Cc1cc2n(n1)C(c1ccccc1)CC(c1ccc(Br)cc1)=N2 (stereo not drawn),101,20,2,0.8,0.9,1.2,14,-10,-2,7

# The results go on.
mol,STAT1 activator,Diaphorase inh,APP 5UTR inh,Diaphorase act,FLuc act counter,NF-kB expr up,FLuc inh counter,TLR4-MyD88 BLA,APP 5'UTR act,G6PDH counter
COC(=O)C1CSc2[nH]c(=O)sc2C1c1ccc(OC)c(OC)c1 (stereo not drawn),97,12,21,0.9,1,1.2,-5,-8,-21,3
CC(C)CC1(C(=O)NCc2cc(F)cc(C(F)(F)F)c2)C=CCN1C(=O)c1ccccc1 (stereo not drawn),98,16,-10,0.8,1.1,1.4,-5,-2,10,16
O=C(Nc1cccc([N+](=O)[O-])c1)C1CC(=O)N(C2CCCCC2)C1 (stereo not drawn),104,6,1,0.9,1,1.1,-2,-5,-1,8
Cc1cc(C(=O)Nn2c(-c3ccc(Br)cc3)nc3ccccc3c2=O)ccc1[N+](=O)[O-],97,0,-1,1,1.1,1.1,-9,3,1,-16
COc1cc2ncnc(NCc3ccco3)c2cc1OC,95,9,-8,0.9,1,1.4,-5,-2,8,1
C=C(C)c1cccc(C(C)(C)NC(=O)N(Cc2ccccc2)Cc2ccco2)c1,94,8,25,0.9,1,1.1,0,3,-25,14
O=C(Nc1ccccc1C(=O)NC(Cc1ccc(O)cc1)C(=O)O)c1ccccc1 (stereo not drawn),100,0,8,1,1,1.4,1,-7,-8,1
Fc1ccc(Oc2cnc3ccccc3n2)cc1,108,-8,-9,1.1,0.9,1.5,6,-5,9,2
COc1ccc(CCCC(=O)NC(C)c2ccccc2)cc1 (stereo not drawn),101,13,-8,0.9,1.1,0.88,-7,2,8,0
O=C(Nc1nc(-c2cccc([N+](=O)[O-])c2)cs1)C(c1ccccc1)c1ccccc1,102,12,-9,0.9,1.1,0.57,-6,-10,9,-20

# Later entries
mol,STAT1 activator,Diaphorase inh,APP 5UTR inh,Diaphorase act,FLuc act counter,NF-kB expr up,FLuc inh counter,TLR4-MyD88 BLA,APP 5'UTR act,G6PDH counter
CCOC(=O)C1CCCN(CC(=O)Nc2cccc(C(C)=O)c2)C1 (stereo not drawn),91,9,0,0.9,1,0.93,1,-10,0,10
CC(C)CNC(=S)NC1CC2CCC(C1)N2Cc1ccccc1 (stereo not drawn),101,5,4,1,1,1.5,-4,15,-4,5
Cc1ccc(-c2nc3ccccc3c(=O)n2Cc2ccccc2)cc1,102,20,12,0.8,1,1,-5,11,-12,1
COC(=O)C(Cc1cnc(Cl)s1)(C(=O)OC)c1ccccc1[N+](=O)[O-],105,9,2,0.9,1,0.95,-3,2,-2,2
O=C(O)c1c[nH]c2cc(C(F)(F)F)ccc2c1=O,106,5,-16,1,1,1.1,-2,10,16,15
O=C(CCC1CC(=O)Nc2ccccc21)NCc1cccnc1 (stereo not drawn),101,-2,-7,1,1.1,1.2,-11,-7,7,28
CC(=O)c1ccc2c3c(cccc13)C(=O)N(c1c(C)nn(C)c1C)C2=O,98,9,0,0.9,1.1,0.88,-9,13,0,-12
O=C(NCCO)C(=O)c1c(-c2ccccc2)cc2ccccn12,100,14,-7,0.9,1,1.4,-4,-7,7,4
O=C(NCc1ccccc1)C(=O)NCC1COc2ccccc2O1 (stereo not drawn),101,1,-3,1,1,x,-4,1,3,4
CCOC(=O)c1c(C)sc2c1N(C(C)=O)c1cc(Cl)ccc1S2,95,38,0,0.6,1,0.65,-5,3,0,6

# 13 successive records already listed:
mol,STAT1 activator,Diaphorase inh,APP 5UTR inh,Diaphorase act,FLuc act counter,NF-kB expr up,FLuc inh counter,TLR4-MyD88 BLA,APP 5'UTR act,G6PDH counter
Fc1ccc(Oc2cnc3ccccc3n2)cc1,108,-8,-9,1.1,0.9,1.5,6,-5,9,2
COc1ccc(CCCC(=O)NC(C)c2ccccc2)cc1 (stereo not drawn),101,13,-8,0.9,1.1,0.88,-7,2,8,0
O=C(Nc1nc(-c2cccc([N+](=O)[O-])c2)cs1)C(c1ccccc1)c1ccccc1,102,12,-9,0.9,1.1,0.57,-6,-10,9,-20
CCOC(=O)C1CCCN(CC(=O)Nc2cccc(C(C)=O)c2)C1 (stereo not drawn),91,9,0,0.9,1,0.93,1,-10,0,10
CC(C)CNC(=S)NC1CC2CCC(C1)N2Cc1ccccc1 (stereo not drawn),101,5,4,1,1,1.5,-4,15,-4,5
Cc1ccc(-c2nc3ccccc3c(=O)n2Cc2ccccc2)cc1,102,20,12,0.8,1,1,-5,11,-12,1
COC(=O)C(Cc1cnc(Cl)s1)(C(=O)OC)c1ccccc1[N+](=O)[O-],105,9,2,0.9,1,0.95,-3,2,-2,2
O=C(O)c1c[nH]c2cc(C(F)(F)F)ccc2c1=O,106,5,-16,1,1,1.1,-2,10,16,15
O=C(CCC1CC(=O)Nc2ccccc21)NCc1cccnc1 (stereo not drawn),101,-2,-7,1,1.1,1.2,-11,-7,7,28
CC(=O)c1ccc2c3c(cccc13)C(=O)N(c1c(C)nn(C)c1C)C2=O,98,9,0,0.9,1.1,0.88,-9,13,0,-12
O=C(NCCO)C(=O)c1c(-c2ccccc2)cc2ccccn12,100,14,-7,0.9,1,1.4,-4,-7,7,4
O=C(NCc1ccccc1)C(=O)NCC1COc2ccccc2O1 (stereo not drawn),101,1,-3,1,1,x,-4,1,3,4
CCOC(=O)c1c(C)sc2c1N(C(C)=O)c1cc(Cl)ccc1S2,95,38,0,0.6,1,0.65,-5,3,0,6

# Following part:
mol,STAT1 activator,Diaphorase inh,APP 5UTR inh,Diaphorase act,FLuc act counter,NF-kB expr up,FLuc inh counter,TLR4-MyD88 BLA,APP 5'UTR act,G6PDH counter
COC(=O)c1cc2c(ccn2C)n1C,95,18,-11,0.8,1,0.99,-4,-6,11,16
c1ccc2[nH]c(NCCCN3CCOCC3)nc2c1,100,12,-8,0.9,1.1,0.95,-5,5,8,1
COc1ccc(Nc2nc(N)nc(CN3CCOCC3)n2)cc1,96,23,-3,0.8,1,1.3,1,-6,3,13
CCn1c(=O)c(C(=O)Nc2nc3ccccc3[nH]2)c(O)c2ccccc21,108,-42,12,1.4,1,1.2,-1,-5,-12,-4
CC(C)CCNC(=O)CN(Cc1ccc2c(c1)OCO2)C(=O)CCC(=O)Nc1ccccn1,97,6,10,0.9,1.1,1,-12,2,-10,0
O=C(Cn1cncn1)NCc1cccc(OC(F)F)c1,101,-2,-2,1,1,1.2,-4,-6,2,5
COc1cc(C(=O)N2CCN(C(=O)c3ccccc3)CC2)cc(OC)c1OC,102,-5,9,1.1,1,1,-2,0,-9,1
COc1cc(CNC2CCCC2)cc(Cl)c1OCc1ccccc1F,102,-10,-9,1.1,1,0.81,-2,-2,9,3
CC(=O)NCC(=O)OCC(=O)c1ccc(C)c(C)c1,106,-10,-7,1.1,1,1.1,0,-12,7,1
C/C(N)=C(/C#N)C(=O)CSc1nnnn1-c1ccc(C)cc1C,93,34,5,0.7,1,1,-3,-2,-5,-2

# Continuation.
mol,STAT1 activator,Diaphorase inh,APP 5UTR inh,Diaphorase act,FLuc act counter,NF-kB expr up,FLuc inh counter,TLR4-MyD88 BLA,APP 5'UTR act,G6PDH counter
CCOC(=O)CSc1nc(C)cc(C)c1C#N,102,16,1,0.8,1,0.99,-1,-2,-1,-10
Cn1c(SCc2cccnc2)nc2cccnc21,109,7,-10,0.9,1.1,1.2,-8,-1,10,18
CC(=O)Nc1cc2c(cc1C(=O)c1ccccc1)OCCO2,103,5,8,1,1,0.91,-4,2,-8,4
COc1ccccc1CNc1ccccc1F,110,-8,-14,1.1,1,1.1,-2,-4,14,16
Cn1nnnc1SCCNCc1ccccc1F,98,8,-15,0.9,1,1.1,-5,-5,15,3
CN1CCC(=NNC(=O)c2ccc(N(Cc3ccc(Cl)cc3)S(C)(=O)=O)cc2)CC1,97,19,0,0.8,1.1,1.1,-6,-7,0,-7
CC(C)CNC(=O)c1cccc(NC(=O)CSc2ccc(Cl)cc2)c1,103,4,-12,1,1,1.2,-4,-17,12,1
CC(C)NC(=O)NC1C2CC3CC(C2)CC1C3 (stereo not drawn),104,13,-1,0.9,1.1,1,-8,-7,1,4
Cc1cc(OCC(=O)NC(C)C)ccc1Cl,109,5,-2,0.9,1.1,1.7,-7,13,2,-2
CC1C(=O)CCN(C(C)C)C1C (stereo not drawn),112,-10,16,1.1,1,1.2,-1,9,-16,2

# (continued)
mol,STAT1 activator,Diaphorase inh,APP 5UTR inh,Diaphorase act,FLuc act counter,NF-kB expr up,FLuc inh counter,TLR4-MyD88 BLA,APP 5'UTR act,G6PDH counter
C=CCNc1nc(NCCN2CCOCC2)nc(N2CCOCC2)n1,103,8,-17,0.9,1.1,1.1,-9,-4,17,-5
COc1ccc(C(=O)COC(=O)Cn2nnc3ccccc32)cc1Br,101,14,1,0.9,1,0.96,-3,-8,-1,3
CN(C)CCNCc1ccccc1OC1CCCC1,99,1,-4,1,1.1,1,-6,-3,4,7
CCCC(=O)Nc1cccc(NC(=O)c2ccccc2Br)c1,93,14,4,0.9,1,1.1,-4,-24,-4,-23
NC(=O)C1CCN(C(=O)C23CC4CC(CC(C4)C2)C3)CC1,99,9,-3,0.9,1,1,-2,15,3,9
CCN(CC)CC(=O)n1c2c(c3ccccc31)CCCC2,109,5,0,0.9,1,1,1,-10,0,10
COc1ccc(S(=O)(=O)N2CCC(O)(c3ccc4c(c3)OCO4)CC2)cc1,100,13,-8,0.9,1,1,-2,-2,8,3
CC1CCC(NC(=O)Cn2ncc3ccccc32)CC1 (stereo not drawn),120,14,-6,0.9,1,1.8,-3,5,7,-8
